# Bioassay records (PubChem BioAssay)
# SMN2 splice enh – qHTS Assay for Enhancers of SMN2 Splice Variant Expression | HEK293 SMN2-luciferase splicing reporter, luminescence, 30-36 h | AID 1458, 2008 | 210,000 compounds, 2.8% hits | Potency, µM (highest dose often 46.1 µM), for the others: top-dose activity change, positive = activation, actives largely listed as activators; further: % of control where 0% means no effect; nearly all actives have a fitted effect of over 55% in size
#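 HEK293 cells carry an SMN2 […]–luciferase reporter in which exon 7 inclusion puts luciferase in frame. Cells were plated 10-12 h before compound addition, then incubated 30-36 h at 37C. ONE-Glo luminescence was read; sodium butyrate at 4.5 mM final served as control.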
# Epigenetic reg – Quantitative High-Throughput Screen for Regulators of Epigenetic Control | murine LDR cells, GFP reporter derepression, 30 h | Potency, µM (doses to about 53.9 µM), for inactives: top-dose GFP activation, actives largely listed as activators | 280,000 compounds, 0.2% hits | AID 1865, 2009; further: % of control where 0% means no effect; nearly all actives have a fitted effect of over 60% in size
#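 Readout is the number of GFP-expressing murine LDR cells, counted by cytometry following washing. Cells were treated with compound for 30 h at 37 C; the stably integrated CMV-GFP locus is normally silent.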
# * = called active by the depositor; ? = inconclusive; [ ] = remark or other dose. The call rests on the fitted dose curve; in most records, active means well fitted curve in the direction sought with a large enough effect; inconclusive means small, poorly fitted or top-dose-only effect, or another doubt; inactive means no such curve, though single readings can be large; an effect the other way counts as inactive or inconclusive. Potency means the concentration at half of the fitted maximal effect. This is a subset; the hit share may differ from the screen's.
item	canonical_smiles	SMN2 splice enh	Epigenetic reg
1	CC(=O)N1c2c(cc(Br)cc2S(=O)(=O)Nc2ccc(OC(F)(F)F)cc2)CC1C (stereo not drawn)	-2%	-3.9%
2	Cc1cc(C)cc(NC(=O)Nc2cccs2)c1	15%	0.0%
3	Cc1ccc2oc(C(=O)Nc3sc4c(c3C(=O)NCc3ccco3)CCC4)cc(=O)c2c1	-4%	0.8%
4	Cc1sc(C2C(C#N)=C(N)N(c3cccc(Cl)c3)C3=C2C(=O)CCC3)cc1CN1CCOCC1 (stereo not drawn)	8%	0.0%
5	Cc1ccccc1-c1nc(CS(=O)(=O)CC(=O)NCCc2ccccc2)c(C)o1	-5%	1.7%
6	Cn1c(=O)c2c(-c3ccccc3Br)n(C(C)(C)C)cc2n(C)c1=O	4%	1.9%
7	Cc1ccc(C)c(Cn2c(C(=O)O)c(CNCc3cccs3)c3ccccc32)c1	-8%	0.8%
8	Cc1cccc(N2CCN(C(=O)c3ccc4nc(N5CCC(C)CC5)sc4c3)CC2)c1C	13%	-2.9%

# Some of these compounds in order of formula weight, falling:
item	canonical_smiles	SMN2 splice enh	Epigenetic reg
4	Cc1sc(C2C(C#N)=C(N)N(c3cccc(Cl)c3)C3=C2C(=O)CCC3)cc1CN1CCOCC1 (stereo not drawn)	8%	0.0%
1	CC(=O)N1c2c(cc(Br)cc2S(=O)(=O)Nc2ccc(OC(F)(F)F)cc2)CC1C (stereo not drawn)	-2%	-3.9%
3	Cc1ccc2oc(C(=O)Nc3sc4c(c3C(=O)NCc3ccco3)CCC4)cc(=O)c2c1	-4%	0.8%
5	Cc1ccccc1-c1nc(CS(=O)(=O)CC(=O)NCCc2ccccc2)c(C)o1	-5%	1.7%
7	Cc1ccc(C)c(Cn2c(C(=O)O)c(CNCc3cccs3)c3ccccc32)c1	-8%	0.8%
2	Cc1cc(C)cc(NC(=O)Nc2cccs2)c1	15%	0.0%

# Other entries follow.
item	canonical_smiles	SMN2 splice enh	Epigenetic reg
9	Cc1cc(C)c2c(=O)cc(C(=O)NCc3ccc(S(N)(=O)=O)cc3)oc2c1	19%	0.0%
10	COc1ccc(OC)c(NC(=O)Cn2cc(S(=O)(=O)c3ccccc3)c(=O)c3cc(C)ccc32)c1	15%	-1.1%
11	CCn1c(=O)c2cc(C(=O)NCc3cc(OC)ccc3OC)sc2c2ccccc21	-2%	-0.5%
12	CC(=O)Nc1ccc(NC(=O)Cn2cc3c(n2)CCCCC3)cc1	4%	-0.4%
13	CCc1ccc(-n2nc(CO)c(C(=O)NC(C)c3ccc(Cl)cc3)n2)cc1 (stereo not drawn)	4%	-5.1%
14	COc1ccc2c(c1)c(=O)c(C(=O)c1ccc(C)cc1)cn2Cc1ccccc1F	-33%[inhibitor]	0.0%
15	COc1ccc(OC)c(CNc2ncc(-c3ccc(Cl)cc3)n2C)c1	0%	-1.1%
16	CCC(=O)N1CCc2cc(Br)cc(S(=O)(=O)CCC(=O)Nc3ccc(C)c(F)c3)c21	-1%	-1.0%
17	COc1cccc(N2CCN(C(=O)C3CCN(S(=O)(=O)c4c(C)noc4C)CC3)CC2)c1	8%	-0.1%
18	COc1ccc(-n2c(=O)c3sc4ccccc4c3n(CC(=O)Nc3ccccc3F)c2=O)cc1	16%	?
19	COC(=O)c1ccc(Nc2nnc(-c3ccc(C)c(S(=O)(=O)N4CCN(C)CC4)c3)c3ccccc23)cc1	-11%	0.3%
20	COc1cccc(-c2cc(C(F)(F)F)nc(NCCc3ccccc3)n2)c1	-2%	-2.7%
21	CCOc1ccc(S(=O)(=O)N2CCN(c3ccc(Cl)c(Cl)c3)CC2)c2ccccc12	-2%	1.1%
22	CCN(CC)S(=O)(=O)c1ccc2c(c1)c(=O)c(C(=O)N1CCN(c3cc(Cl)ccc3C)CC1)cn2C	-7%	-1.2%
23	CCn1c(=O)cc(SCC(=O)NCCc2cccc(C)c2)c2ccccc21	9%	-1.1%
24	CCOC(=O)c1cc(-c2ccc(C)cc2)n(CCC(=O)Nc2nc3c(C)cccc3s2)c1C	-15%	0.0%
25	Fc1cccc(Cl)c1CNCCSc1nnnn1-c1ccccc1	-14%	0.4%
26	CC1=C(C(=O)Nc2ccccc2C)C(c2cccs2)n2nc(SCc3ccccc3)nc2N1 (stereo not drawn)	4%	2.4%
27	CC(C)(C)c1ccc(OCCn2cc(C(=O)c3ccco3)c3ccccc32)cc1	-3%	-0.1%
28	CCn1nc(-c2ccccc2)c(-c2ccccc2)c(C(=O)Nc2nc(C)c(C(C)=O)s2)c1=O	-7%	-1.0%
29	COc1ccc(NC(=O)CCS(=O)(=O)c2cccc3nonc23)cc1Cl	-10%	-0.9%
30	COc1cccc2cc(C(=O)NCCc3c(C)[nH]c4ccc(F)cc34)c(=O)oc12	4%	0.0%
31	CC1CCN(c2nc3ccccc3nc2SCC(=O)Nc2ccccc2C(C)C)CC1	4%	-0.1%
32	CCOc1ccccc1NC(=O)Cn1c(=O)n(Cc2ccco2)c(=O)c2ccc(C(=O)NC3CCCC3)cc21	6%	7.5%
33	COc1ccc(N2Cc3cccc(C(=O)Nc4cccc(F)c4)c3C2=O)cc1	-1%	4.9%
34	COc1ccc(-c2cc(C(F)(F)F)nc(SCC(=O)N3CCCCC3C)n2)cc1OC (stereo not drawn)	4%	1.1%
35	CCOc1ccc(CC(=O)Nc2c(C(=O)c3ccc(Cl)cc3)oc3ccccc23)cc1OCC	-6%	-0.2%
36	CS(=O)(=O)N1CCc2cc(C(=O)NCCc3ccccc3)ccc21	13µM*	-3.9%
37	O=c1c2sc3ccccc3c2n(Cc2ccccc2)c(=O)n1Cc1ccccc1	7%	-1.4%
38	CCC(O)c1cc2c(cc1NC(=O)c1cccc(Br)c1)OCCO2 (stereo not drawn)	-11%	1.9%
39	Cc1cc(C)cc(N(CC(=O)Nc2ccc(C(F)(F)F)cc2)S(=O)(=O)c2c(C)[nH]c(=O)[nH]c2=O)c1	8%	-1.1%
40	COc1ccc(OCc2nc3c4c(-c5ccccc5)c(-c5ccccc5)oc4ncn3n2)cc1	-5%	1.4%
41	CCCN(CCC)CCCNC(=O)c1cn(C)c2ccc(S(=O)(=O)N3CCOCC3)cc2c1=O	7%	0.7%
42	Cn1c(=O)c2cc(C(=O)N3CCN(c4cccc(C(F)(F)F)c4)CC3)sc2c2ccccc21	-1%	1.2%
43	COc1ccc(Cn2c(SCc3ccc(C(=O)NCCc4ccccc4)cc3)nc3cccnc32)cc1	-8%	0.8%
44	Cc1c(C(=O)OC2CCCCCC2)[nH]c2c1C(=O)CC(c1ccc(N(C)C)cc1)C2 (stereo not drawn)	-3%	3.1%
45	COc1ccc(S(=O)(=O)c2c(C(=O)c3ccc(C)c(C)c3)cnc3ccc(C)cc23)cc1	-51%[inhibitor]	0.8%
46	COc1ccccc1OCC(=O)NCc1nc(-c2ccc(Cl)cc2)no1	0%	0.8%
47	CCN(CC)C(=O)Cn1c(=O)n(-c2ccc(Cl)cc2)c(=O)c2c3c(sc21)CCC3	-9%	-1.8%
48	CCOc1nc(NC(=O)NS(=O)(=O)Oc2ccccc2)nc(-c2ccccc2)n1	20%	?

# Entries listed so far that have a CF3 group:
item	canonical_smiles	SMN2 splice enh	Epigenetic reg
1	CC(=O)N1c2c(cc(Br)cc2S(=O)(=O)Nc2ccc(OC(F)(F)F)cc2)CC1C (stereo not drawn)	-2%	-3.9%
20	COc1cccc(-c2cc(C(F)(F)F)nc(NCCc3ccccc3)n2)c1	-2%	-2.7%
34	COc1ccc(-c2cc(C(F)(F)F)nc(SCC(=O)N3CCCCC3C)n2)cc1OC (stereo not drawn)	4%	1.1%
39	Cc1cc(C)cc(N(CC(=O)Nc2ccc(C(F)(F)F)cc2)S(=O)(=O)c2c(C)[nH]c(=O)[nH]c2=O)c1	8%	-1.1%
42	Cn1c(=O)c2cc(C(=O)N3CCN(c4cccc(C(F)(F)F)c4)CC3)sc2c2ccccc21	-1%	1.2%

# (continued)
item	canonical_smiles	SMN2 splice enh	Epigenetic reg
49	COc1ccc(-c2nnc(C3CCN(C(=O)c4ccccc4F)CC3)o2)cc1	0%	?
50	CCOC(=O)CC(NC(=O)c1cc2c(=O)n3cccc(C)c3nc2s1)c1ccc(OCC)c(OC)c1 (stereo not drawn)	6%	17%
51	Cc1ccc(C(=O)c2oc3ccccc3c2NC(=O)COc2ccc(C(C)C)cc2)cc1	-8%	0.0%
52	Cc1cccc(CNC(=O)CSCc2cnn(-c3ccccc3)c2-n2cccc2)c1	2%	-3.4%
53	COc1ccc2nc3sc(C(=O)Nc4ccccc4F)cc3cc2c1	3%	1.2%
54	O=C(COc1ccc(F)cc1)Nc1ccc(OCc2cc(=O)n3ccsc3n2)cc1	-7%	-1.1%
55	COc1ccccc1OCc1nnc(-c2ccccc2)o1	26%	3.7%
56	CCC1CCc2c(sc(NC(=O)C3c4ccccc4Oc4ccccc43)c2C#N)C1 (stereo not drawn)	-11%	0.8%
57	CCCn1c(-c2cccc(Br)c2)nc2ccccc21	-9%	-3.2%
58	Cc1cccc(NC(=O)C2CCN(S(=O)(=O)c3c(C)noc3/C=C/c3ccco3)CC2)c1	-15%	?
59	CCC(=O)N1CCc2cc(S(=O)(=O)NC(CC(C)C)C(=O)NCCc3cccc(C)c3)ccc21 (stereo not drawn)	-13%	7.3%
60	CCOc1cc(C#N)c(NC(=O)Cn2nnc(-c3ccc(C)cc3)n2)cc1OCC	-8%	17%
61	COc1ccc(NC(=O)Cn2c(=O)n(Cc3ccc(C(=O)NCc4ccccc4Cl)cc3)c(=O)c3ccccc32)cc1	-4%	1.9%
62	Cc1ccc2cc3cc(C(=O)N4CCN(c5ccc(Cl)cc5)CC4)oc3nc2c1	0%	0.5%
63	CC1CCN(S(=O)(=O)c2ccc3c(c2)N(CC(=O)NCCN(C)C)C(=O)CO3)CC1	-2%	-3.2%
64	Cc1c(Cl)cccc1NC(=O)Cn1nc(C(F)(F)F)c2c1CCC2	-11%	-1.0%
65	O=C(CCCn1ncn2c(cc3occc32)c1=O)NCc1ccccc1F	-2%	-2.9%
66	COc1ccc(-n2nc(C(=O)Nc3ccccn3)c3c4ccccc4n(C)c3c2=O)cc1	-2%	-0.8%
67	CCCCN(CCCC)CCNC(=O)Cn1nc(CC)n2c(cc3sc(C)cc32)c1=O	4%	?
68	Cn1cnc2c(=O)oc3ccc(S(=O)(=O)N4CCN(c5ccccc5)CC4)cc3c21	-6%	-1.0%
69	CC(C)(C)C1CCc2c(sc(NC(=O)c3cccc(Cl)c3)c2C(=O)NCc2ccco2)C1 (stereo not drawn)	-5%	-3.5%
70	COc1ccc2nc(NC(=O)c3nc(S(=O)(=O)Cc4ccccc4)ncc3Cl)sc2c1	-3%	?
71	O=C1c2ccccc2-c2onc3c(NCCO)cc(NC4CCCCC4)c1c23	-24%	-2.5%
72	CCCSCCCNC(=O)CN1C(=O)COc2ccc(S(=O)(=O)N3CCC(C)CC3)cc21	5%	2.6%
73	COc1ccc(C(=O)NCCc2nc3ccccc3[nH]2)cc1	-4%	-1.6%
74	O=C(C1CCCN(S(=O)(=O)c2ccc(Br)s2)C1)N1CCN(c2ccccc2F)CC1 (stereo not drawn)	-2%	0.7%
75	CCOc1ccc(-c2nnc(SCC(=O)c3ccc(Br)cc3)n2-c2ccccc2)cc1	5%	5.9%
76	CCOC(=O)N1CCc2c(sc3c2C(=O)NC(c2ccc(N(C)C)cc2)N3)C1 (stereo not drawn)	-6%	4.7%
77	Cc1sc2ncn(CC(=O)N3CCN(c4ccccc4)CC3)c(=O)c2c1S(=O)(=O)N1CCC(C)CC1	-13%	-0.2%
78	COc1cc(/C=C/c2nc(C#N)c(N3CCC(C)CC3)o2)cc(OC)c1OC	11%	-0.1%
79	O=S1(=O)N=C(Nc2cccc(C(F)(F)F)c2)c2ccccc21	-19%	-1.0%
80	O=C(Cn1c(=O)n(Cc2ccc(F)cc2)c(=O)c2sc3ccccc3c21)Nc1ccc(F)cc1F	6%	?
81	CCc1ccccc1NC(=O)c1nnn(CC(=O)Nc2c(C)cc(C)cc2C)c1N	8%	4.2%
82	CCOc1ccccc1NC(=O)CCc1nc(-c2cccc(C)c2)no1	-6%	-1.9%
83	COc1ccc(CNC(=O)CCc2c(C)c3cc4c(C)c(C)oc4cc3oc2=O)cc1	3%	-0.7%
84	Cc1ccccc1CNC(=O)c1ccc2nc(SCc3ccc(F)cc3)n(C)c2c1	0%	9.5%
85	Cc1cccc(NC(=O)C2CCN(c3cnccn3)CC2)c1	0%	-6.7%
86	Cc1oc(-c2ccccc2F)nc1CN1CCC(C(=O)NCCc2ccc(Cl)cc2)CC1	9%	-1.1%
87	COc1cc(OC)cc(-c2cc3nc(C)c(CCC(=O)NCCc4cccc(C)c4)c(C)n3n2)c1	16%	-1.1%
88	CC(=O)c1ccc(NC(=O)Nc2sc3nc4n(c(=O)c3c2C)CCC(C)CC4)cc1 (stereo not drawn)	6%	?
89	CCOc1ccc(C(=O)Nc2cccc(NC(=O)c3ccc(Cl)cc3Cl)c2)cc1	12%	?
90	Cc1nc2c(c(C)nn2-c2ccccc2)c(C)c1CCC(=O)NCc1ccccc1	6%	-2.9%
91	Cc1ccc(-c2c(C(=O)Nc3ccc(F)c(F)c3)oc(=O)c3ccccc23)cc1	-2%	-1.1%
92	Cc1c2cnn(-c3ccccc3)c(=O)c2c(C)n1CC(=O)N1CCN(c2ccc(F)cc2)CC1	-15%	-3.9%
93	CCN(Cc1ccccc1)C(=O)CN(c1ccc(OC)cc1)S(=O)(=O)c1c(C)nn(C)c1C	2%	1.6%
